Integrin act MD – activators of alpha7 integrin expression for muscular dystrophy | alpha7betagal myoblasts, beta-gal FDG fluorescence, 48 h | actives 0.064% (n = 350,000) | Potency, µM (top dose mostly 38.3 µM), without a hit: at the highest dose activation, hits mostly activators;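 further: potency means the concentration at half of the fitted maximal effect; 100% = response of the positive control SU9516; nearly all actives have a fitted effect of over 60% in size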
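Alpha7betagal+/- myoblasts (passage 13) were plated 16-24 hr, then exposed to compounds (1:260 dilution of DMSO stock) for 48 hours at 37C. After MPER lysis, β-galactosidase reporter activity was read as FDG fluorescence (ex 480/em 540) after 30 minutes.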
BRCA1 expr act – increases BRCA1 expression; AID 624202; MCF7-BRCA1-FFLuc reporter, luminescence, 48 h; response scale: scaled: vehicle 0%, 10 µM genistein 100%; actives 1.1% (n = 380,000); Potency, µM (series often up to 46.1 µM), for the others: at the highest dose activation, most hits filed as activators; further: potency means the concentration at half of the fitted maximal effect; nearly all actives have a fitted effect of over 80% in size; some results filed as inactive show a strong effect at the top dose
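48 h compound treatment of MCF7-BRCA1-FFLuc cells (phenol-red free MEM, 37 °C), then 15 min with luciferase substrate and luminescence imaging.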
TRPV1 agonist – activates the human vanilloid receptor TRPV1; TRPV1-expressing cells, Fluo-8 calcium influx, agonist mode; activation, % at 8.33 µM; actives 0.19% (n = 320,000); AID 540275; in the data active means activation above about 80%; inconclusive means between about 30% and that limit; further: 0% is about no effect
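TRPV1-expressing cells were cultured overnight at 35.5C and loaded with Fluo-8 calcium dye for 40 to 90 min at room temperature. After a 10 s baseline, compound was added and calcium influx was read kinetically for 3 min (ex 480/em 520 nm).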
AT treatment – potential ataxia-telangiectasia treatments restoring KAP-1 phosphorylation; […] A-T fibroblasts, KAP-1 phosphorylation AlphaLISA; neocarzinostatin DNA damage 30 min before lysis; Potency, µM (titrated, usually from 57.5 µM), for the others: at the top dose activation, most hits filed as activators; actives 0.19% (n = 320,000); further: potency means the concentration at half of the fitted maximal effect; % of control where 0% means no effect; nearly all actives have a fitted effect of over 45% in size
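ATM-like activity read as KAP-1 phosphorylation via AlphaLISA donor/acceptor antibody pairs after lysis and 6 hr at 25C. Cells were ATM-null patient fibroblasts ([…], hTERT), dosed 60 min, then exposed to the DSB inducer NCS for 30 min.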
ELG1 repair inh – inhibitors of ELG1-dependent DNA repair in HEK293T cells | AID 504467 | Potency, µM (top dose mostly 46.1 µM), for inactives: top-dose activity change, negative = inhibition, most hits filed as inhibitors | HEK293T ELG1-luciferase reporter, luminescence, 16 h; DNA damage induced by 5-fluorouridine | actives 2.3% (n = 330,000); further: potency means the concentration at half of the fitted maximal effect; on the % scale 0 is the no-effect control and ±100 the full control effect; nearly all actives have a fitted effect of over 55% in size
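Cells (2,000 per well) received 5-fluorouridine plus test compound or DMSO and were incubated 16 hr at 37 °C, 5% CO2. Luciferase activity was read by luminescence 30 min after ONE-Glo addition; signal suppression marked inhibition of damage-induced ELG1 function.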
MLL CXXC-DNA inh – blocks binding of human MLL CXXC domain to DNA | Potency, µM (top dose mostly 115 µM), inactives show at the highest dose activity change, negative = inhibition, most hits filed as inhibitors | actives 0.037% (n = 290,000) | Q03164 | MLL-CXXC / FITC-HOXA9 DNA fluorescence polarization | AID 2662; active means well fitted inhibition curve with a large enough effect in the polarisation, with a control signal flat, not every such curve was filed as active; inconclusive means small, poorly fitted or top-dose-only effect, or effect the other way, or a change in a side signal; inactive means no such curve, though single readings can be large or run the other way; the % refers to the polarisation; further: potency means the concentration at half of the fitted maximal effect
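Fluorescence polarization: 7 uM MLL-CXXC (stock) preincubated 5 min with compounds, then 50 nM fluorescein-HOX-A9 DNA (stock) added; 30 min ambient. Buffer 50 mM Tris-HCl pH 7.5, 50 mM NaCl, 1 mM DTT, 0.05% BSA.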
TCR activator – activators of T cell receptors | primary human leukocytes, anti-CD3, IL-2 HTRF, 48 h | Potency, µM (doses to about 9.22 µM), for the others: at the top dose activation of IL-2 secretion, hits mostly activators | 330,000 tested, under 10 active; further: % of control where 0% means no effect
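IL-2 produced over 48 hr by a-CD3 bead-stimulated primary human leukocytes exposed to compounds was detected with a homogeneous time-resolved FRET immunoassay, 665nm acceptor signal after 320nm excitation.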
p53 reactivation – restores transcriptional activity of mutant p53; H1299 p53-A138V BP100-luciferase reporter, luminescence, 24 h; Potency, µM (series often up to 92.2 µM), inactives show at the highest dose activity change, positive = activation, most hits filed as activators; actives 0.063% (n = 320,000); AID 504706; further: potency means the concentration at half of the fitted maximal effect; % of control where 0% means no effect; nearly all actives have a fitted effect of over 45% in size
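H1299 (p53-null), stable ts p53-A138V + BP100-Luc; 1000 cells/well, Opti-MEM/10% FBS; cpd 4 pt, 1:5; 24 h, 37 deg C, 5% CO2; detection reagent 10 min RT; luminescence.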
B2AR arrestin – recruits beta-arrestin to the human beta2-adrenergic receptor; beta-arrestin recruitment to beta2AR, cell-based reporter; Potency, µM (doses to about 46.1 µM), inactives show at the top dose activation, most hits filed as activators; actives 0.02% (n = 330,000);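 further: potency means the concentration at half of the fitted maximal effect; 0% = DMSO controls and full agonism = EC100 isoproterenol or metaproterenol; nearly all actives have a fitted effect of over 65% in size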
PTAP TSG101 blk – blocks PTAP/TSG101 interaction to inhibit HIV-1 budding; Fluorescence polarization, FITC-PTAP peptide / Tsg101 binding; Q99816; 340,000 tested, under 10 active; Potency, µM (top dose mostly 115 µM), without a hit: at the top dose activity change, negative = inhibition, most hits filed as inhibitors; AID 493005; active means well fitted inhibition curve with a large enough effect in the main read-out, with a control signal flat, not every such curve was filed as active; inconclusive means small, poorly fitted or top-dose-only effect, or effect the other way, or a change in a side signal; inactive means no such curve, though single readings can be large or run the other way; further: potency means the concentration at half of the fitted maximal effect; % of control where 0% means no effect
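Compounds were pin-transferred onto Tsg101 binding domain (10 uM final) in HEPES pH 7.5 buffer, then FITC-PTAP peptide was added at 50 nM final. After 20 min at RT, polarization reported peptide displacement across a qHTS concentration series.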
Numbers without * were called inactive; ? = inconclusive; . = not tested or not shown; & = joins results of further samples; [ ] = dose if it differs, or a comment. Unless noted, the call rests on the fitted dose curve; in most records, active means well fitted curve in the direction sought with a large enough effect; inconclusive means small, poorly fitted or top-dose-only effect, or another doubt; inactive means no such curve, though single readings can be large; an effect the other way counts as inactive or inconclusive.

Start of the data: the first 3 records (preview)
SMILES	Integrin act MD	BRCA1 expr act	TRPV1 agonist	AT treatment	ELG1 repair inh	MLL CXXC-DNA inh	TCR activator	p53 reactivation	B2AR arrestin	PTAP TSG101 blk
O=C(CC12CC3CC(CC(C3)C1)C2)NC(Cc1ccccc1)C(=O)O (stereo not given)	6%	-3%	-2	-1%	-7%	1%	2%	-5%	-0.3%	-6%
Cc1cccc(NC(=O)c2ccc3c(c2)OCCO3)n1	10%	?	17	8%	?	3%	-1%	17%	-0.6%	1%
CCn1c(Cc2ccc(OC)cc2)nnc1SCC(=O)Nc1nc2ccccc2s1	4%	-4%	-2	.	?	34%[activator]	-1%	-8%	-0.4%	-1%

Results, previewed entries included:
SMILES	Integrin act MD	BRCA1 expr act	TRPV1 agonist	AT treatment	ELG1 repair inh	MLL CXXC-DNA inh	TCR activator	p53 reactivation	B2AR arrestin	PTAP TSG101 blk
O=C(CC12CC3CC(CC(C3)C1)C2)NC(Cc1ccccc1)C(=O)O (stereo not given)	6%	-3%	-2	-1%	-7%	1%	2%	-5%	-0.3%	-6%
Cc1cccc(NC(=O)c2ccc3c(c2)OCCO3)n1	10%	?	17	8%	?	3%	-1%	17%	-0.6%	1%
CCn1c(Cc2ccc(OC)cc2)nnc1SCC(=O)Nc1nc2ccccc2s1	4%	-4%	-2	.	?	34%[activator]	-1%	-8%	-0.4%	-1%
O=[N+]([O-])c1ccc(S(=O)(=O)NN=CCCc2ccccc2)cc1	6%	9%	.	.	.	.	-1%	.	.	-2%
COc1ccc(C(CNC(=O)COc2ccc(F)cc2Cl)N2CCCCC2)cc1 (stereo not given)	4%	-4%	0	-2%	-2%	.	3%	-8%	-1.6%	1%
CCCCN(C)C(=O)c1cn(CC)c2ccc(S(=O)(=O)N(C)C)cc2c1=O	-7%	1%	-1	1%	-1%	10%	3%	-6%	-0.2%	-3%
COc1cc(NC(=S)NCCC(c2ccccc2)c2ccccc2)cc(OC)c1	18%	-20%	-3	-8%	-20%	-4%	.	4%	0.3%	?
O=C(CN1C(=O)COc2ccc(S(=O)(=O)N3CCOCC3)cc21)NCc1ccco1	12%	1%	-1	-2%	-2%	-19%	2%	-3%	-0.2%	-1%
Cc1sc2ncnc(SCC(=O)NC3CCCC3)c2c1C	-8%	0%	-7	-3%	4%	-2%	-8%	-2%	-0.1%	0%
C[C@H]1CN([C@@H](C)CO)C(=O)c2cccc(NS(=O)(=O)c3cn(C)cn3)c2O[C@H]1CN(C)S(C)(=O)=O	8%	17%	.	-7%	?	.	-5%	1%	0.0%	-1%
Cn1c(NNC(=O)c2cccc3ccccc23)cc(=O)n(C)c1=O	-6%	-30%	1	-7%	8%	-4%	2%	-1%	-0.7%	-1%
COc1ccc(Cl)cc1NC(=O)C1CC(c2c(F)cccc2Cl)=NO1 (stereo not given)	-9%	-21%	14	0%	-21%	13%	-2%	.	0.4%	1%
CCN(CC)S(=O)(=O)c1cc(C(=O)c2nccn2C)ccc1Cl	-10%	-18%	10	1%	2%	-10%	2%	4%	0.4%	0%
CCC1(C)Cc2c(sc3nn[nH]c(=O)c23)CO1 (stereo not given)	0%	-8%	0	.	3%	-5%	-8%	-2%	0.2%	0%
Cc1cccc(NS(=O)(=O)c2cc(C(=O)OC(C)C(=O)NCc3ccc4c(c3)OCO4)ccc2C)c1 (stereo not given)	-36%[inhibitor]	-27%	5	1%	23µM*	9%	5%[46.1 µM]	1%	-0.1%	-5%
COC(=O)c1ccc(C(=O)OC)c(NC(=O)c2cccnc2)c1	0%	-2%	-5	2%	9%	-9%	.	21%	0.2%	-2%
c1coc(-c2nc(-c3ccco3)c(-c3ccco3)nc2-c2ccco2)c1	36%	-37%&-38%	0	-2%	18%	1%	-5%	-25%	0.4%	-4%
COc1ccc(OCCCn2cccc2/C=C2/C(=N)N3OC(C)=CC3=NC2=O)cc1	?	63%	26	-2%	?	21%	7%	9%	0.2%	0%
Cc1cc(C)n2nc(-c3cnn(C)c3C(F)(F)F)c(Cl)c2n1	-11%	-27%	-1	-4%	0%	-8%	0%	-2%	0.3%	-14%
CC(C)CCn1c(SCC(=O)NC2CC2)nc2cc(Cl)ccc2c1=O	10%	-10%	22	-1%	7%	.	-2%	-1%	-0.1%	-1%
COc1ccccc1N(C)S(=O)(=O)c1ccc(C(=O)N2CCCc3ccccc32)cc1	-61%[inhibitor]	-37%	17	3%	15µM*	2%	-1%	10%	-0.2%	-5%
Cc1ccc(OCCC(=O)OCC(=O)NC(=O)NC2CCCC2)cc1	-3%	-5%	20	1%	7%	.	0%	1%	0.1%	0%
Cc1ccc(NCC(=O)N/N=C/c2ccc(C(=O)O)cc2)cc1	-5%	5%	-1	10%	3%	6%	3%	1%	-0.7%	-1%
CCn1nnnc1-c1ccc(OC)c(S(=O)(=O)Nc2ccc(C(=O)OC)cc2)c1	12%	8%	0	4%	7%	0%	0%	-7%	0.0%	-6%
Cc1ccc(CNc2ccc3nnc(-c4ccccc4)n3n2)cc1	0%	-7%	-1	-2%	3%	16%	0%	-5%	-0.4%	-1%
Cc1cc(C(=O)Cn2cnc3cc(F)ccc3c2=O)c(C)n1C1CC1	-11%	66%	.	7%	?	.	-8%	14%	-1.3%	-2%
O=C(Nc1ccc(F)cc1)c1nn(-c2ccccc2)c(=O)cc1Cl	-68%[inhibitor]	-100%[inhibitor]	-1	-7%	?	-4%	-3%	-11%	-0.3%	0%
c1ccc(OCCSc2nnnn2-c2ccccc2)cc1	23%	?	19	17%	?	6%	9%	?	0.0%	-3%
Cc1cc(C)c(C(=O)C(C)OC(=O)Cc2n[nH]c(=O)c3ccccc23)cc1C (stereo not given)	-28%	-18%	-6	-6%	-1%	-3%	6%	2%	-0.7%	-11%
CCc1nnc(NC(=O)c2cc(-c3ccncc3)nc3ccccc23)s1	26%	-45%	-1	-10%	-21%	-3%	6%	-2%	0.2%	-4%
O=C(NCCC1=CCCCC1)C(=O)NCc1ccccc1	7%	17%	0	.	?	-7%	9%[46.1 µM]	10%	-0.7%	0%
O=C(COc1ccccc1)N1CCN=C1c1ccccc1	0%	1%	.	4%	14%	-1%	-2%	?	-0.2%	-2%
O=C(Nc1nnc(COc2ccc(Cl)cc2)s1)c1cccs1	-50%[inhibitor]	11%	2	-12%	14%	12%	4%	0%	0.2%	0%
COC(=O)c1ccc(CNC(=O)C2CCC(=O)N(C3CCCCCC3)C2)cc1 (stereo not given)	-22%	-25%	6	-8%	-2%	2%	0%	4%	0.4%	-3%
Cc1ccnc(SC2CC(=O)N(c3ccc(F)cc3)C2=O)n1 (stereo not given)	12%	10%	1	-1%	-5%	3%	.	25%	-1.1%	-4%
CCOC(=O)c1ccc(S(=O)(=O)NNS(=O)(=O)c2ccc(C)cc2)cc1	11%	16%	1	-20%	-2%	?	10%	-5%	-1.1%	-7%
COc1cc(OC)c(NC(=O)CCNS(=O)(=O)c2ccc3c(c2)CC(C)N3C(C)=O)cc1Cl (stereo not given)	-19%	-1%	2	-4%	-1%	10%	-9%	0%	-0.1%	-7%
COc1ccccc1N1CCN(C(=O)CSc2nc(N)cc(=O)[nH]2)CC1	-5%	0%	-1	2%	16%	-2%	-1%	-2%	0.2%	-4%
CCOc1cc(CNCc2cccs2)cc(Br)c1OC	6%	4%	11	2%	6%	0%	-4%	2%	-0.2%	-3%
C=CCNC(=O)CSc1ncc2c(n1)-c1c(csc1SC)CC2	-14%	-12%	16	-1%	-4%	-5%	-1%	-6%	-0.3%	0%
O=C1CSC(c2cccnc2)N1c1cccc(Cl)c1 (stereo not given)	-12%	0%	2	0%	?	13%	5%	-1%	-0.4%	0%
COc1ccccc1NC(=O)C(C)OC(=O)CC1CCCC1 (stereo not given)	26%	5%	12	24%	-2%	2%	0%	-2%	-0.2%	-4%
COc1ccccc1C(=O)COC(=O)c1ccccc1O	6%	-30%	7	33%	?	?	6%	8%	0.0%	-3%
COc1ccc(N(CC(=O)N/N=C/c2ccc3c(c2)OCO3)S(=O)(=O)c2ccc(NC(C)=O)cc2)cc1	-29%	-12%	4	-6%	?	-5%	4%	-6%	-0.8%	-1%
CCC(=O)Nc1nc(C)cc(SCC(=O)OC)n1	-21%	10%	2	0%	5%	5%	-10%	7%	-1.2%	-3%
O=C(C(=O)N1CCCCC1)c1cn(CC(=O)N2CCCCCC2)c2ccccc12	-30%	-24%	-1	9%	-4%	-5%	-5%	3%	-0.6%	-1%
Cc1ccc(S(=O)(=O)c2c(C)cc(-c3ccccc3)[nH]c2=O)cc1	-14%	-22%	.	4%	-15%	1%	.	3%	-1.0%	1%
NC(=O)C1CCN(c2nc(-c3ccccc3-c3ccccc3)cs2)CC1	.	-7%	.	1%&-7%	?	.	3%	-1%	-0.2%&0.2%	-3%

Screening data from PubChem BioAssay.
